DDE Tn6 FP inh – disrupts Tn6 cyclic peptide binding to fibrin D-Dimer-E complex; P02675; 0.21% of 370,000 active; inhibition, % at 8.3 µM; Fibrin DD(E) TRITC-Tn6 fluorescence polarization displacement;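 active = inhibition above a per-campaign cutoff: mean of compounds within control limits plus 3 SD, cut at about 15% in these data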;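 note: 0% = median of all compound wells on the plate and 100% = blocking peptide control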
Target sequence (P02675 whole entry, looked up): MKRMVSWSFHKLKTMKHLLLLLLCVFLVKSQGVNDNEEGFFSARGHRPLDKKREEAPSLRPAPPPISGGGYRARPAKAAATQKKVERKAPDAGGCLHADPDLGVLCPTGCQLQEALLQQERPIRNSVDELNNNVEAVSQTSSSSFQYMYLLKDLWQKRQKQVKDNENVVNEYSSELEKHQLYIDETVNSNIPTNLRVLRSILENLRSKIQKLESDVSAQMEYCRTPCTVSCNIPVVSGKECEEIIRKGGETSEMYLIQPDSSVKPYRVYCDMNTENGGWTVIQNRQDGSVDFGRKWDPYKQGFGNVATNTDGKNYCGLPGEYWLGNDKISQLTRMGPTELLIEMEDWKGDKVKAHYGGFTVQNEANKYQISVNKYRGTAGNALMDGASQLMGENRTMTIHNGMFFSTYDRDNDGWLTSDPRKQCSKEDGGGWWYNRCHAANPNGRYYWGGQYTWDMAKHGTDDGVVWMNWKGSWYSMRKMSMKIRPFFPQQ
ARFGAP1 inhibitor – rat ARFGAP1 inhibition; Arfgap1-stimulated ARF1 GTP hydrolysis, GDP FP detection; AID 651572; inhibition, % at 16.5 µM; Q62848; 0.26% of 360,000 active;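 active = inhibition above a per-plate limit, mean inhibition of low control wells plus 3 SD, cut at about 25% in these data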;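 note: 0% = DMSO wells with enzyme and 100% = wells lacking Arfgap1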
Target sequence (Q62848 1-136 limits assumed): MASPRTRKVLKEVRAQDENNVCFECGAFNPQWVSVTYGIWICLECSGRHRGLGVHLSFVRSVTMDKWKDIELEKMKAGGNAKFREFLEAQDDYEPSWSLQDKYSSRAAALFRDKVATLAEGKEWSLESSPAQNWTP
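Assay system: Rat Arfgap1 GAP domain (His6, aa 1-136), purified enzyme | Buffer or medium: HEPES 25 mM pH 7.5, NaCl 150 mM, MgCl2, DTT | Schedule: GTP hydrolysis reaction 2 h at 25 °C | Signal: FP of antibody-bound GDP Alexa 633 tracer, ex 620/em 688 nm | Measure: Percent inhibition of Arfgap1-stimulated GTP hydrolysis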
ASAP1 inh – blocks human ASAP1-stimulated Arf1 GTP hydrolysis | inhibition, % at 16.5 µM | AID 624377 | 0.19% of 360,000 active | Q9ULH1 | GDP FP detection; in the data active = inhibition above about 25%;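 note: 0% = vehicle with enzyme and substrate and 100% = no enzyme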
NR1D1 modulator – Rev-erb alpha (human) modulation; P20393; Rev-erbα–FITC-DNA binding, fluorescence polarization, 90 min; activity, % at 10 µM; 0.79% of 370,000 active; AID 1259318;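 active = activity above about 14%, limit read from the data; passing the limit was not always enough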;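 note: 0% = DMSO wells with 35 nM protein and 100% = DMSO wells with 750 nM protein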
KLK7 zymogen act – activates the human kallikrein-7 zymogen; P49862; purified proKLK7, EDANS-DABCYL substrate fluorescence; 100% is mature enzyme control, 0% vehicle; activation, % at 7 µM; 0.9% of 370,000 active; AID 652039;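 active = activation above the mean of all tested compounds plus 3 SD, computed per campaign excluding outliers beyond control limits, cut at about 13% in these data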
Target sequence (P49862 whole entry, looked up): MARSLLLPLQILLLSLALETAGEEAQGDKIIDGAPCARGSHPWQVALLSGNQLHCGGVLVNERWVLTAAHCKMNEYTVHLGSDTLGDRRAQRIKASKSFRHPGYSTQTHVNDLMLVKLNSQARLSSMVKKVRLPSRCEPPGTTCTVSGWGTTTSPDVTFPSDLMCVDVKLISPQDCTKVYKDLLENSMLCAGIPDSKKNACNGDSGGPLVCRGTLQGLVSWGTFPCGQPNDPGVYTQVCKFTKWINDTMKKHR
PLC-gamma1 inh – blocks human PLC-gamma1 enzyme activity. P19174. 0.84% of 370,000 active. inhibition, % at 12.2 µM. purified PLC-gamma1, fluorogenic substrate, fluorescence; in the data active = inhibition above about 9.5%
sPLA2-III inh – Inhibits HGIII-sPLA2 liposome hydrolysis, primary screen | QFRET BODIPY PC-A2 liposome hydrolysis, fluorescence | inhibition, % at 12.2 µM | AID 743126 | 0.56% of 370,000 active | Q9NZ20;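 active = inhibition above mean plus 3 SD of compounds lying within the high and low control bounds, cut at about 19% in these data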;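 note: 0% = median of test compound wells and 100% = no enzyme DMSO wells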
DDE Tn7 FP inh – disrupts Tn7 cyclic peptide binding to fibrin D-Dimer-E complex. FP displacement of FITC-Tn7 peptide from fibrin DD(E); 0% = median of compound wells per plate. 0.13% of 370,000 active. inhibition, % at 8.3 µM. AID 720508;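 active = inhibition above the mean of compounds falling within the control limits plus 3 SD of them, cut at about 14% in these data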;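 note: 0% = plate median of compound wells and 100% = 10 µM Aha-Tn7 peptide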
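Assay system: human fibrin DD(E) protein / Input: 2 µM fibrin DD(E) / Benchmarks: high control of 10 µM Aha-Tn7 peptide / Measured by: fluorescence polarization of the labelled Tn7 tracer / Medium: Tris buffer with calcium and detergent, pH 7.8 / Timing: 10 min compound pre-incubation, 3 h probe incubation at room temperature / Repeats: one replicate per compound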
PLC-beta3 inh – PLC-beta3 (human) inhibition, primary screen | Q01970 | Purified PLC-beta3, fluorogenic substrate, fluorescence | inhibition, % at 12.2 µM | 0.18% of 370,000 active | AID 720704; in the data active = inhibition above about 11%;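 note: 0% = median of compound wells on plate and 100% = full blocker control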
UHRF1 MBD2 ctr – UHRF1 methyl-DNA binding inhibition; UHRF1 binding to methylated oligo, TR-FRET; Q96T88; AID 687016; 0.75% of 370,000 active; inhibition, % at 4.4 µM; in the data active = inhibition above about 21%;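 note: UHRF1 SRA domain binding a hemimethylated CpG hairpin DNA probe; 0% = median of test compound wells and 100% = reference inhibitor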
The depositor's hits bear a star; x = not tested or not shown. No enrichment for hits; overall some 4.5% were active at least once.

SMILES	DDE Tn6 FP inh	ARFGAP1 inhibitor	ASAP1 inh	NR1D1 modulator	KLK7 zymogen act	PLC-gamma1 inh	sPLA2-III inh	DDE Tn7 FP inh	PLC-beta3 inh	UHRF1 MBD2 ctr
Cc1ccccc1C(=O)NC(=S)Nc1ccc(S(=O)(=O)N(C)c2ccccc2)cc1	-2.1	5.7	-10.3	1.0	-0.1	-2.3	9.7	2.2	-0.9	0.2
O=C(N1CCCCC1)N1CCN(S(=O)(=O)c2ccc(Cl)cc2)CC1	4.7	-5.0	4.4	-3.9	0.4	-2.2	0.1	2.4	0.5	-0.2
CCc1noc(C)c1C(=O)OCC(=O)Nc1ccc(F)cc1Cl	-1.5	-7.5	-1.8	-7.3	-0.1	-0.2	-2.2	-1.4	-1.2	0.1
CCOc1ccc(N2C(=O)Nc3ccc(Br)cc3C2(O)C(=O)NCCN(C)C)cc1 (configuration not stated)	3.6	0.6	0.5	-1.2	0.2	-0.6	-1.8	-3.4	6.2	-2.4
CCOC(=O)c1sc(NC(=O)CCN2CCOCC2)c(C(=O)OCC)c1C	-2.9	2.5	-1.7	30.6*	-0.2	0.0	2.3	-1.4	-0.9	1.8
COc1ccc(C2CC(=O)Oc3cc(C)c(Cl)c(C)c32)cc1 (configuration not stated)	-4.8	-11.1	3.4	1.1	-0.2	2.4	-2.6	-0.4	-0.1	0.0
CC(=O)OCC(O)C1(O)CCC2C3CCC4=CC(=O)CCC4(C)C3C(O)CC21C (configuration not stated)	-3.9	1.3	2.6	0.4	-1.1	2.5	4.5	3.0	5.5	0.4
COc1ccc(NC(=O)CC2SC(=N)N(c3ccccc3)C2=O)c(OC)c1 (configuration not stated)	-0.9	-6.2	-2.1	-3.9	0.1	-0.3	-14.2	3.4	-7.4	0.3
N#CC1CC(c2ccccc2)=NN1c1ccccc1[N+](=O)[O-] (configuration not stated)	-4.7	-2.2	14.7	0.4	0.5	-0.5	-1.7	4.0	-1.6	-3.5
O=C(CSc1nnc(-c2ccccc2)o1)N1CCCC1	-0.8	7.5	2.0	-2.1	0.1	-0.4	-0.3	2.0	-2.4	-2.3
COc1ccc(-c2[nH]c(-c3ccc(F)cc3)nc2SCC(=O)NCc2ccco2)cc1OC	0.8	-5.4	-3.5	-3.4	-2.0	0.2	-0.2	7.2	-5.9	0.1
COc1ccc(CNC(=O)c2sc(=S)n(-c3ccccc3)c2N)cc1	-5.8	14.1	15.2	1.0	-0.1	1.7	14.6	-3.1	-6.1	8.6
O=[N+]([O-])c1ccc(N/N=C/c2cccnc2)cc1	-0.1	15.9	-0.5	-7.6	-0.7	-26.3	-1.0	1.8	-38.8	-3.3
O=C(c1ccc2nc[nH]c2c1)N1CCN(c2ncc(C(F)(F)F)cc2Cl)CC1	3.1	3.0	-1.1	0.4	-0.2	1.2	-10.2	-1.4	-6.8	1.6
COc1ccc(C(=O)NC2CCCCCC2)cc1S(=O)(=O)N1CCOCC1	1.8	4.6	2.8	-2.7	0.1	-3.8	0.2	-3.1	-4.9	-1.4
COc1ccc(OC)c(NC(=O)C2CCCC2)c1	2.9	-10.5	4.2	-0.2	-0.5	-0.7	1.3	1.4	-1.6	0.3
Cc1nc(-c2ccc(S(=O)(=O)N3CCN(c4ccccc4)CC3)cc2)co1	-3.2	6.4	1.6	3.6	-0.1	-3.5	-1.0	5.2	-5.3	0.8
COc1ccc(/C=N/OC/C(O)=C(\C#N)c2nc3ccccc3[nH]2)cc1OC	-0.5	7.2	-5.0	-19.1	-0.2	-0.9	0.1	-1.3	-5.2	-0.4
O=S(=O)(c1ccc(Cl)cc1)N1CCN=C1SCc1cccc(Cl)c1	1.4	4.9	-8.2	13.1	0.5	1.7	-14.5	-5.3	2.3	0.3
CCOc1ccc(/C=C2\SC(=O)N(CCNC(=O)CN3C(=O)NC4(CCCC4)C3=O)C2=O)cc1OC	10.7	4.4	14.8	3.6	1.9	-23.5	-5.5	-4.3	-35.5	1.2
Cc1ccccc1NC(=O)COC(=O)c1cccc(S(=O)(=O)N2CCCCC2)c1	-2.9	-6.0	-5.4	-0.6	-0.1	-1.5	-3.2	-4.5	1.2	-0.3
COC(=O)c1ccn(CSc2cc(Cl)ccc2Cl)n1	2.9	0.2	0.7	-4.0	0.7	7.2	-1.6	1.0	-2.7	0.0
Cc1ccccc1N1CCN(C2CCCN(C(=O)CCn3cnnn3)C2)CC1 (configuration not stated)	4.6	-9.1	-1.9	-1.1	0.5	-0.6	0.4	2.0	-5.6	-1.2
CN(CC(=O)c1c(N)n(C)c(=O)n(C)c1=O)c1ccccc1	-5.4	4.9	0.3	1.4	0.4	2.6	5.6	-2.9	-10.3	2.0
COC(=O)Cn1cc(/C=C(/C#N)C(=O)N2CCOCC2)c2ccccc21	5.8	-17.3	3.9	2.5	0.0	-1.9	-0.2	5.6	-2.3	-4.2
COc1ccc(NC(=O)c2cc3c(=O)n4ccccc4nc3n2C)cc1OC	0.0	-0.3	-1.4	-7.5	0.7	-3.8	0.3	-1.2	-5.1	2.7
O=c1c2ccccc2nnn1Cc1ccc(F)cc1	1.6	0.0	-4.1	2.3	0.3	2.5	-0.5	-2.6	0.0	3.2
CC1(C(=O)NS(=O)(=O)c2ccc(C#N)cc2)CCN1C(=O)CCc1ccc(Cl)cc1Cl (configuration not stated)	-1.4	-8.0	11.9	-5.2	0.0	-5.0	-7.1	-5.0	-4.9	2.9
CCCc1[nH]nc2c1C(c1cccc(OC(=O)c3ccco3)c1)C(C#N)=C(N)O2 (configuration not stated)	0.2	17.3	-2.6	-2.3	-0.6	0.3	-12.0	-0.9	-2.3	-3.6
CS(=O)(=O)Nc1cccc(-c2cc(NC=O)c3ncc(-c4ccc(F)cc4)n3c2)c1	-5.2	-4.4	-0.9	-3.8	-1.3	-31.6	-20.8	2.8	-40.7	-4.0
O=C(CCc1nc(-c2ccccc2Cl)no1)NC1CCCC1	-2.8	3.1	-9.6	-0.7	0.1	0.6	-9.3	-0.4	-3.9	-1.6
N#Cc1nc(-c2ccccc2F)oc1N1CCCC1	-3.4	7.0	3.5	0.9	2.6	-34.9	-0.6	-5.2	-48.5	-2.6
Cc1ccccc1NC(=O)c1cccnc1	-9.2	4.0	5.8	4.5	-0.2	4.2	-0.8	-6.3	-1.8	7.7
O=C1c2ccccc2C(=O)N1CCCCSc1nnc(-c2ccc(OC(F)F)cc2)o1	1.5	-2.2	9.7	-1.1	0.4	-0.5	-0.1	9.7	-0.1	-1.8
O=C(NNC(=O)C12CC3CC(CC(C3)C1)C2)c1ccccc1O	-3.9	11.5	6.1	4.0	-5.6	-18.6	-9.8	-9.3	-26.0	0.8
COc1ccc(C(=O)NCCNc2nc3c(C)cccc3cc2C#N)cc1OC	-2.1	0.5	1.6	-0.6	-1.2	-20.2	9.4	-2.7	-30.1	1.8
O=C1c2ccccc2C(=O)N1Cc1ccc2c(c1)OCO2	0.4	-5.4	-10.3	5.8	0.8	-14.9	-1.7	7.8	2.7	-5.7
CC1(C(=O)NS(=O)(=O)c2ccccc2C(F)(F)F)CCN1C(=O)CC1CCCCC1 (configuration not stated)	9.9	-4.4	9.1	5.2	0.2	-1.1	-6.3	-6.9	2.6	0.4
O=C(c1ccc(Br)o1)N1CCN(C/C=C/c2ccccc2)CC1	-5.2	-2.2	-6.5	2.0	0.3	0.1	-2.5	-2.8	-0.9	18.3
COc1ccc(C2C(C(=O)Nc3ccc(F)cc3)CCC(=O)N2c2ccc(OC)cc2)cc1 (configuration not stated)	4.2	x	x	2.3	0.1	0.5	-9.5	-3.2	0.9	0.6
CC1CCN(CC(=O)Nc2ccccc2C#N)CC1	-8.6	10.8	-10.3	0.7	-0.1	0.5	0.5	5.7	0.8	-0.3
COc1cccc(CNC(=O)c2ccc(NC(=O)C3=CSCCO3)cc2)c1	-0.7	-0.4	-4.8	-7.2	0.2	-3.7	-1.5	-4.6	-5.2	-2.9
Cc1cc(C)c[n+](-c2nc([O-])sc2C=O)c1	-1.0	-7.1	8.9	-1.3	-0.2	2.9	4.5	-1.0	1.2	-0.7
CCOc1ccccc1C(=O)NN1C(=O)CCC1=O	1.4	-9.8	-10.7	1.8	-0.3	2.1	-6.4	0.4	1.5	-2.9
CCCCCCCCN1C(=O)[C@@H](CC(=O)NCCc2ccccc2OC)C[C@@]2(C(=O)OC)C1=C[C@H](C(C)C)O[C@@H]2C1CC1	-7.7	x	x	2.5	-0.4	0.0	-3.9	-7.3	2.8	-1.5
COc1cc2c(cc1OC)CN(C(=S)NC(=O)c1ccccc1)CC2	2.6	1.2	1.2	0.2	0.6	5.6	13.3	0.4	-1.6	-1.1
O=C(NNC(=O)c1cccs1)c1cccnc1	2.4	-7.1	3.5	-0.3	-0.3	-1.0	0.4	2.1	-8.4	-3.1
CCC(=NCCN1CCNCC1)C1=C(O)CC(C)(C)CC1=O	2.9	0.3	-6.0	-1.1	0.1	0.0	3.3	-6.3	-1.6	1.6
Oc1cc(O)c2c(c1)OC(c1ccc(O)c(O)c1)C(O)C2 (configuration not stated)	8.6	5.9	0.7	2.4	9.2	-2.8	-4.0	4.1	0.9	2.3
C#CCOCCOCCOCCNc1nc(N2CCN(C(=O)Cn3cc(CCO)nn3)CC2)nc(N2CCN(C(=O)[C@H](CCCCN)n3cc(CC(C)O)nn3)CC2)n1 (some centres not stated)	4.5	-1.9	-10.2	-6.7	0.6	2.4	3.5	6.3	3.2	18.5
Cc1ccc(N2C(=O)C(CC(=O)Nc3cccc(F)c3)N(CCc3ccncc3)C2=O)cc1 (configuration not stated)	-0.3	2.5	-8.2	-1.9	-0.3	1.6	-13.2	0.2	-4.3	-3.5
CCN1C[C@@H]2[C@@H]3C(=O)N(C)C(=O)[C@@H]3[C@](C)(C(=O)OC)N2C1=NC	3.2	10.6	13.8	-0.2	0.3	1.4	1.9	-5.9	4.1	1.0
CC(C)C(=O)N1CCN(c2ccccc2NC(=O)c2ccc(C#N)cc2F)CC1	9.7	-7.4	-5.8	-0.2	0.0	-0.7	3.2	1.1	-0.9	1.6
COCCN1C(=O)C(=O)/C(=C(/O)c2ccc(OC(C)C)cc2)C1c1cccnc1 (configuration not stated)	-2.6	0.5	2.0	-5.7	0.9	-1.2	-2.6	-2.2	-3.0	0.9

Full records from above. Order of values: DDE Tn6 FP inh	ARFGAP1 inhibitor	ASAP1 inh	NR1D1 modulator	KLK7 zymogen act	PLC-gamma1 inh	sPLA2-III inh	DDE Tn7 FP inh	PLC-beta3 inh	UHRF1 MBD2 ctr
`CCN1C[C@@H]2[C@@H]3C(=O)N(C)C(=O)[C@@H]3[C@](C)(C(=O)OC)N2C1=NC` is entered as 3.2	10.6	13.8	-0.2	0.3	1.4	1.9	-5.9	4.1	1.0
`O=C1c2ccccc2C(=O)N1CCCCSc1nnc(-c2ccc(OC(F)F)cc2)o1` is entered as 1.5	-2.2	9.7	-1.1	0.4	-0.5	-0.1	9.7	-0.1	-1.8
